WRN helicase inh: blocks human WRN helicase; Q14191; Potency, µM (top dose mostly 114 µM), for inactives: at the highest dose activity change, negative = inhibition, actives largely listed as inhibitors; AID 651768; actives 0.46% (n = 360,000); WRN helicase unwinding, fluorescent forked duplex, kinetic; note: potency is the fitted concentration of half-maximal effect; % is set by controls: 0 for no effect and ±100 for the full control effect; nearly all actives have a fitted effect of over 55% in size
Target sequence (Q14191 whole entry, looked up): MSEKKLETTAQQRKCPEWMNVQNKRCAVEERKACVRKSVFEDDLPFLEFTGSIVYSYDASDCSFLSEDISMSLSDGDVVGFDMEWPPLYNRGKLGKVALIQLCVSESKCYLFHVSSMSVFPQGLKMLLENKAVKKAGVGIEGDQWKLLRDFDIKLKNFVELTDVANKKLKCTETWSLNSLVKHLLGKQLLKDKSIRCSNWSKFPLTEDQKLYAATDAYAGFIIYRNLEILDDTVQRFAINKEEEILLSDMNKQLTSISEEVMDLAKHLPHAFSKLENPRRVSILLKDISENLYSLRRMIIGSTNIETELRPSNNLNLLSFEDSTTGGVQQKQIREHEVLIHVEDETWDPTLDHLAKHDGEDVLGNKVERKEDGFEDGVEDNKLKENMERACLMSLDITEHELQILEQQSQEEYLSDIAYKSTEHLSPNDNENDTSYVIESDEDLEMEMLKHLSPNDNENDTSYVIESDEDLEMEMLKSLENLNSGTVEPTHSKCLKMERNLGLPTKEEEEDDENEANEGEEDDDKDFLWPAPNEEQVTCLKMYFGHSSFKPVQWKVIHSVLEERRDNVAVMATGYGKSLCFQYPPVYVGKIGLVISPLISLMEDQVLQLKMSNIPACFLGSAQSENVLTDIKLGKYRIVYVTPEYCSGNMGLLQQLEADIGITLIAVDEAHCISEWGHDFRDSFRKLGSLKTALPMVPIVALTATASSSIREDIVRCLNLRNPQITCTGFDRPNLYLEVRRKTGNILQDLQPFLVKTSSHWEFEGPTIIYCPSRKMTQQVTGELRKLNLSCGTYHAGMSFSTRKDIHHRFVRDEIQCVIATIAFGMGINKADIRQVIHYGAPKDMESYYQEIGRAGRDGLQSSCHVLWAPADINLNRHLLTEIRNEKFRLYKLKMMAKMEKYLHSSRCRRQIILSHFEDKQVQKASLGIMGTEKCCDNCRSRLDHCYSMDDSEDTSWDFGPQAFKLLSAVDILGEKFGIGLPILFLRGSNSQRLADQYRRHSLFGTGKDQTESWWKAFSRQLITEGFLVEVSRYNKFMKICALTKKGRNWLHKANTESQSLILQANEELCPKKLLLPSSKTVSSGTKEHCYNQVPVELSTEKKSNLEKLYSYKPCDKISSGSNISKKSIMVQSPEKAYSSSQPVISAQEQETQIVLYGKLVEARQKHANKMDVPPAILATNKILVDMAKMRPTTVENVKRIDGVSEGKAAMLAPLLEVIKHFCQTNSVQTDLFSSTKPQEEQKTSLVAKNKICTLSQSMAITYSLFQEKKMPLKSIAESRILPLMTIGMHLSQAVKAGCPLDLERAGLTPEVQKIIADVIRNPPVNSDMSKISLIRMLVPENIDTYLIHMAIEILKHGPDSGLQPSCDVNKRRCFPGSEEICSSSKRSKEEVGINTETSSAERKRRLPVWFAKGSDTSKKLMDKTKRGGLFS
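Enzyme (20 nM final) and test compound sit together 15 min at room temperature before substrate addition. Substrate is a single-forked duplex oligonucleotide (100 nM) labelled with fluorophore and quencher, with 2 mM ATP; helicase unwinding raises red fluorescence, read kinetically.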
PI5P4Ka inh: PI5P4K alpha (human) kinase inhibition | AID 652105 | PI5P4Kalpha enzyme, ADP-Glo luminescence, 60 min; active compounds read low | P48426 | max response, % | actives 1.2% (n = 330,000); active = max response of -50% or lower; inconclusive = between -30% and -50%; inactive = -30% or higher; note: value at the top dose of about 77 µM; % is set by controls: 0 for no effect and ±100 for the full control effect
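Controls without substrate or without enzyme flank wells where PI5P4Kalpha converts substrate using 5 microM ATP (final). Incubation lasts 60 minutes at room temperature; ADP formed is read by ADP-Glo luminescence.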
IL2 activator: IL-2 activation; actives 0.065% (n = 360,000); IL-2 activation reporter assay, cell-based qHTS; stimulated with anti-CD3/CD4/CD28 beads; in transgenic mouse T cells; activation, % (series mostly up to about 46 µM); in the data active = activation above about 50%; inconclusive = mostly about 30% to 49%; note: 0% is about no effect
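Unstimulated transgenic mouse T cells preincubated 60 min with compound, then stimulated with anti-CD3/anti-CD4-coated beads plus anti-CD28 for 18 h at 37 degrees C. IL-2 response read as EGFP and DsRed fluorescence by plate cytometry.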
CCT chaperon mod: modulators of cytosolic chaperonin (CCT/TRiC) activity; purified chaperonin ATPase assay, HTRF ADP detection, 30 min; actives 0.3% (n = 360,000); activity change, % (concentration not given with the values), hits read low; in the data active = activity change below about -30%; note: % is set by controls: 0 for no effect and ±100 for the full control effect
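TRiC (40 or 20 nM final, by batch activity) in 30 mM Tris pH 7.4, 100 mM KCl, 5 mM MgCl2, 1 mM DTT was treated with compound at 76 uM single dose, then 10 uM ATP, 30 min at 37 °C. ADP was read by HTRF Transcreener.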
PLK1 PBD inh: PLK1 (human) polo-box domain binding inhibition. P53350. Plk1 PBD binding of FITC phosphopeptide, fluorescence polarization. Potency, µM, for the others: max response, negative = inhibition, most hits filed as inhibitors. actives 2.8% (n = 360,000). AID 720504; note: potency is the fitted concentration of half-maximal effect; series mostly up to about 57 µM; % is set by controls: 0 for no effect and ±100 for the full control effect; nearly all actives have a fitted effect of over 65% in size
EPAC1 antagonist: blocks human EPAC1 exchange factor; O95398; EPAC1 GEF assay, Rap1b-BODIPY-GDP exchange fluorescence; Potency, µM (highest dose often 115 µM), without a hit: top-dose activity change, negative = inhibition, actives largely listed as inhibitors; actives 0.14% (n = 360,000);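 note: potency is the fitted concentration of half-maximal effect; plate controls were vehicle for no effect and positive control for full effect; nearly all actives have a fitted effect of over 50% in size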
EPAC1 ag: EPAC1 (human) agonism. EPAC1 agonist qHTS, biochemical assay; response scale: 100% = response to 6.5 mM cAMP. Potency, µM (titrated, usually from 154 µM), without a hit: top-dose activation, usual class: activators. actives 0.073% (n = 360,000); note: potency is the fitted concentration of half-maximal effect; nearly all actives have a fitted effect of over 60% in size
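Normalized to 6.5 mM cAMP, activity reflects EPAC1-catalysed release of BODIPY-GDP from Rap1B, followed kinetically over 30 min at 480 nm excitation, 540 nm emission. Reaction contained 100 nM EPAC1, 250 nM Rap1B-BODIPY-GDP, 50 uM GDP.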
EPAC2 ag: activates human EPAC2 exchange factor | Q8WZA2 | EPAC2 activation, biochemical qHTS; response scale: 100% = 6.5 mM cAMP response | Potency, µM (doses to about 154 µM), without a hit: at the top dose activation, hits mostly activators | actives 0.079% (n = 360,000) | AID 720711; note: potency is the fitted concentration of half-maximal effect; nearly all actives have a fitted effect of over 50% in size
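qHTS, titration series. 100 nM EPAC2 / 250 nM Rap1B-BODIPY-GDP / 50 uM GDP; RT; ex 480/em 540 nm, 5-min reads to 30 min. Norm. to 6.5 mM cAMP = activation.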
An asterisk follows results filed as active; ? = inconclusive; / = not tested or not shown; [ ] = dose if it differs, or a comment. Unless noted, calls come from the whole dose curve; as a rule, active = well fitted curve in the direction sought with a large enough effect; inconclusive = small, poorly fitted or top-dose-only effect, or another doubt; inactive = no such curve, though single readings can be large; an effect the other way counts as inactive or inconclusive. This is a subset; count on the stated rates, not on these rows.

SMILES	WRN helicase inh	PI5P4Ka inh	IL2 activator	CCT chaperon mod	PLK1 PBD inh	EPAC1 antagonist	EPAC1 ag	EPAC2 ag
COC(=O)CNC(=O)C12CC3(C)CC(C)(CC(C)(C3)C1)C2	3.7%	0.4	-0.7	-2.2	0.0%	6.0%	-10.6%	-5.2%
O=C(Nc1ccc2ccccc2c1)c1onc2c1CCCC2	-8.0%	2.3	-1.0	0.9	-2.1%	-0.6%	5.9%	13.1%
CCCCC(=O)Nc1cccc2c1C(=O)N(c1ccccc1)C2=O	-5.0%	-1.7	6.2	2.6	-1.9%	-10.1%	0.3%	5.3%
CC(C)C(=O)Nc1ccc2oc(=O)ccc2c1	11.7%	17.3	-0.2	-0.8	-5.9%	-19.6%	3.0%	-5.8%
CC(C)CCN(C(=O)CNC(=O)c1ccco1)C(C(=O)NC1CCCCC1)c1ccco1 (configuration not stated)	-2.2%	-2.0	-0.9	-0.5	0.1%	3.5%	-4.1%	5.1%
CC1CCN(CCCOc2ccc(Br)cc2Cl)CC1	-1.1%	-0.7	-0.8	2.8	-8.9%	-6.0%	4.3%	9.2%
Cc1cc(NC(=O)CSc2nnnn2-c2ccc(C)c(C)c2)no1	3.0%	-0.5	-0.6	0.0	-3.8%	-4.9%	-4.7%	3.1%
O=S(=O)(Nc1ccc(Br)cc1)c1cccc(NS(=O)(=O)c2cccs2)c1	-11.7%	1.2	0.0	-1.9	-10.9%	-16.5%	5.7%	11.8%
COc1cc(/C=C/CO)cc(OC)c1O[C@@H]1O[C@H](CO)[C@@H](O)[C@H](O)[C@H]1O	-8.2%	-1.4	1.2	0.5	-1.3%	-10.6%	12.9%	8.9%
CNC(=S)N(Cc1cccs1)Cc1cc2ccc(OC)cc2[nH]c1=O	-19.7%	-60.0*	-0.3	-1.4	-14.8%	-25.2%	8.6%	7.4%
O=S1(=O)c2ccc(Br)cc2N2CCC[C@@H]2CN1Cc1ccc(Cl)cc1	7.0%	0.0	-0.3	-0.5	?	-26.0%	-6.7%	2.8%
COc1ccc([C@H]2CC(=O)C=C(c3cccc(C#N)c3)C2)cc1	-3.3%	-10.2	-0.4	-6.2	-7.4%	-11.7%	-0.2%	9.4%
CN1CCN(C(=O)C(=O)c2cn(CC(=O)N3CCCCCC3)c3ccccc23)CC1	4.4%	-3.3	-1.3	-1.1	-14.1%	-5.5%	13.0%	4.4%
O=c1[nH]nc(SCCS(=O)(=O)c2ccc(F)cc2)n1-c1ccccc1C(F)(F)F	2.6%	2.4	-0.3	0.9	-3.5%	4.4%	6.3%	-11.1%
Nc1nnc(-c2ccncc2)s1	0.1%	/	-0.8	-5.1	-3.6%	-10.1%	-1.6%	2.6%
CCC(=O)N1CCc2cc(Br)cc(S(=O)(=O)NCc3ccco3)c21	-20.6%	-0.8	2.6	-1.0	-13.9%	-12.2%	3.6%	11.3%
CC(=O)c1cccc(NC(=O)CN2C(=O)C3C4C=CC(C4)C3C2=O)c1 (configuration not stated)	-6.7%	/	-2.9	-2.5	-19.6%	3.8%	6.6%	3.0%
CCN(CC)S(=O)(=O)c1ccc(C(=O)Nc2ccc(OCC(=O)N3CCOCC3)cc2)cc1	9.3%	-19.1	0.0	1.0	-5.4%	-5.9%	-2.3%	7.2%
C/C(Cl)=C\Cn1c(NCCc2ccccc2)nc2c1c(=O)n(C)c(=O)n2C	-2.5%	/	-1.8	-6.1	?	16.8%	-0.6%	-9.9%
Cn1nc(C(=O)NCCc2ccc3c(c2)OCCO3)c2ccccc2c1=O	1.7%	-0.1	-0.8	1.1	0.1%	-2.4%	-4.7%	4.0%
Cc1c(CCO)sc[n+]1CC(=O)OC12CC3CC(CC(C3)C1)C2	-4.0%	-5.3	-0.1	-1.8	-11.0%	7.6%	-3.0%	2.3%
Cc1ccc(N2C(=O)CC(N3CCN(c4ccc(F)cc4)CC3)C2=O)c(C)c1 (configuration not stated)	-2.6%[57.1 µM]	3.0	1.7	0.0	4.7%	-17.3%	5.9%	1.1%
Cc1nn(-c2ccc(F)cc2)c2sc(C(=O)OC3CCOC3=O)cc12 (configuration not stated)	6.6%	14.1	1.5	-1.4	-8.7%	0.0%	0.0%	12.7%
CN(Cc1ccno1)Cc1cn(Cc2ccccc2)nc1-c1ccc2c(c1)OCO2	-25.1%	1.2	-5.0	-1.9	-7.8%	-16.3%	3.2%	11.2%
Cc1ccc(N2CCN(C(=O)c3ccccc3Br)CC2)c(C)c1	-26.3%	-8.3	-0.2	-0.7	-10.1%	?	11.4%	2.6%
Fc1ccccc1OCCCCn1cncn1	10.7%[57.1 µM]	-1.4	-2.0	-0.4	-0.3%	-10.4%	-0.9%	1.4%
CCn1c(=S)sc2c(=O)[nH]c(C)nc21	-5.0%	7.5	4.5	-0.5	-13.2%	2.2%	-1.9%	-5.4%
N#Cc1ccc(C(=O)OCC(=O)NC(=O)NCc2ccccc2)cc1	-17.7%	1.5	0.2	-14.7	-6.7%	2.6%	4.0%	7.0%
CC(C)C(CO)N1CCN(Cc2ccccc2)CCC1=O (configuration not stated)	4.3%	4.1	1.2	0.2	-7.6%	-12.0%	8.5%	10.0%
CN1CCN(C(=O)/C=C/c2ccc([N+](=O)[O-])o2)CC1	2.7%	2.2	1.3	-3.3	3.5%	1.1%	1.5%	5.0%
Cc1nc(S(=O)(=O)Cc2ccc(Cl)cc2)nc2c1CCC2	-2.0%	-1.2	0.8	2.9	-1.3%	0.5%	13.0%	0.4%
O=C(c1cc(-c2ccccc2)nn1-c1ccccc1)N1CCN(S(=O)(=O)c2cccc(F)c2)CC1	10.8%	8.0	-0.1	1.1	0.8%	7.0%	-12.2%	-7.9%
CC(C)CC(C(=O)NC(C)(C)C)N(Cc1cccs1)C(=O)c1snc(C(N)=O)c1N (configuration not stated)	1.1%	-1.8	-3.3	1.9	-11.7%	-16.8%	-2.5%	2.5%
Cc1ccc(C2=NN(CCC(=O)NCc3ccc4c(c3)OCO4)C(=O)CC2)cc1	-2.6%	-11.9	-0.4	-0.4	1.3%	-2.6%	3.1%	0.0%
Cc1ccc(NC(=S)N2CCC(NC(=O)c3ccc(F)cc3)CC2)cc1C	-5.8%	2.5	2.2	-1.3	-0.6%	-11.9%	-14.0%	-11.3%
CCOC(=O)C1CCCN(S(=O)(=O)c2nc3nc(C)cc(C)n3n2)C1 (configuration not stated)	-23.7%	0.3	-0.3	-0.5	-4.8%	0.2%	-4.2%	15.1%
CC(OC(=O)C1CCCCC1)C(=O)Nc1ccc(S(N)(=O)=O)cc1 (configuration not stated)	-4.6%	-0.4	1.9	-0.2	4.3%	5.8%	-8.1%	-5.1%
CN(c1ccc(OCCOc2ccccc2Cl)cc1)S(=O)(=O)c1ccccc1	1.6%	2.1	-0.3	1.2	2.3%	-14.9%	7.3%	-0.9%
O=C(CSc1ccc(-c2nc3ccccc3[nH]2)cn1)N1CCN(C(=O)c2ccco2)CC1	?	/	-0.3	-2.4	29.9µM*	3.0%	0.9%	5.2%
COc1ccccc1C(=O)NC(=O)COC(=O)Cc1ccc(F)cc1	7.9%	0.0	-0.6	0.5	-12.9%	-6.6%	-4.4%	11.4%
Cc1cc(=O)oc2cc(OCC(=O)NCCN3CCOCC3)c(Cl)cc12	-6.0%	0.3	-2.4	0.3	-11.1%	-2.4%	-0.9%	-1.3%
CCOC(=O)N/N=C/c1cn(Cc2ccccc2Cl)c2ccccc12	-7.3%	11.3	-3.8	0.0	0.0%	-10.6%	3.3%	-5.6%
CC#CC(=O)N1CCC(CO)(CCc2ccccc2)CC1	-1.5%	1.2	2.0	-2.2	3.7%	10.2%	12.6%	2.5%
CCCCC(=O)N(C)c1c(CC)nc2c(OCC(=O)C(C)(C)C)cccn12	2.1%	1.4	-0.6	0.9	-8.3%	-4.4%	9.8%	4.6%
Cc1ccc2c(CSc3nnc(C4CC4)n3N)cc(=O)oc2c1C	6.7%	-8.5	-2.2	-1.2	-15.8%	-5.3%	2.9%	7.7%
Cc1ccc(-n2ncc(-c3n[nH]c(=S)o3)c2N)cc1C	-1.0%	-75.5*	1.7	-0.2	-19.9%	-7.7%	1.3%	7.3%
CN(C)S(=O)(=O)c1ccc(NC(=O)CCNC(=O)c2ccc([N+](=O)[O-])cc2)cc1	-3.0%	-2.2	0.8	0.9	-1.7%	12.2%	2.6%	0.5%
CCCCCCN1CC(C(=O)OCC)C(=O)C1=O (configuration not stated)	8.1%	-4.6	0.1	-2.0	-4.4%	3.7%	-5.0%	-1.6%
CC1=CCC2C(=O)N(CCc3c[nH]c4ccccc34)C(=O)C2C1 (configuration not stated)	-7.1%	/	2.4	-1.5	1.6%	-0.2%	6.2%	9.6%
CC1=NOC(=O)/C1=C\c1ccc(-c2ccc(Br)cc2C(=O)O)o1	50.1µM*	-21.6	0.1	0.8	2.67µM*	10.0%	-4.1%	0.3%
COc1ccc(C(C(=O)NC2CCCC2)N(C(=O)c2snc(-c3ccc(F)cc3)c2N)c2ccccc2)cc1 (configuration not stated)	9.5%	/	1.4	-2.0	3.0%	0.3%	-1.8%	-18.3%
COc1ccc(C2(CCN)CC(C)N(C)CC2C)cc1 (configuration not stated)	?	-3.8	-1.0	-1.3	-12.0%	-1.2%	-2.5%	-6.8%
C/C(=N\Nc1ncc(Cl)cc1Cl)c1ccccn1	-3.5%	-4.5	70.7*	1.7	-5.7%	12.8%	25.1%	6.0%
O=c1[nH]c(=S)n2c(c1-c1ccccc1)OC(CBr)C2 (configuration not stated)	1.3%	-3.3	-1.1	0.0	-25.9%	4.1%	5.8%	1.6%
CN(c1ccccc1)S(=O)(=O)c1ccc(C(=O)NNC(=O)c2ccccc2F)cc1	7.4%	2.3	-0.1	-2.0	2.6%	11.9%	-2.6%	1.3%
O=C(/C=C/c1cccs1)Nc1nncs1	2.2%	-8.0	-2.7	0.3	5.2%	9.5%	-2.3%	-7.6%
FCCCOc1ccc(-c2ccnc(-c3ccccc3)n2)cc1	-16.2%	40.6	0.2	2.5	0.2%	-13.4%	2.0%	7.6%
COc1ccc(C(O)Cn2c(=N)n(CCCN(C)C)c3ccccc32)cc1 (configuration not stated)	-8.9%	0.1	0.0	1.5	-4.2%	-17.1%	-1.6%	7.8%
